TRPC4 agonist: TRPC4 (mouse) channel activation. Q9QUQ5. HEK293 TRPC4beta/mu-opioid, Fluo4 calcium fluorescence; stronger effect = higher value. B-score at 10 µM. 0.49% of 310,000 active. AID 2237;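 active means B-score above 5 SD of library B-scores, and initial fluorescence ratio not above library mean plus 5 SD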;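 further: positive B-score marks a calcium rise read as TRPC4 activation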
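Material: HEK293 stable line with TRPC4beta plus mu-opioid receptor; technique: Fluo4 calcium-sensitive dye fluorescence, kinetic, 1 Hz baseline; timing: Fluo4 dye loading 45 min at room temperature, 110 s recording; controls: assay buffer as low control, maximal DAMGO as high control; read-out: integrated baseline-normalised fluorescence ratio, converted to per-well B score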
MrgX1 PAM: human MrgX1 positive allosteric modulation, primary screen; 0.63% of 310,000 active; MrgX1-HEK293, Fluo-4 calcium flux, FDSS; stronger effect = higher value; Q96LB2; B-score at 10 µM;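 active means plate-corrected calcium response at least 3 library SD above typical, normal starting fluorescence, not activating the receptor alone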;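 further: compound read alongside a low EC10 to EC30 dose of BAM8-22 agonist; peak minus trough fluorescence over baseline measured at the second addition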
Target sequence (Q96LB2 whole entry, looked up): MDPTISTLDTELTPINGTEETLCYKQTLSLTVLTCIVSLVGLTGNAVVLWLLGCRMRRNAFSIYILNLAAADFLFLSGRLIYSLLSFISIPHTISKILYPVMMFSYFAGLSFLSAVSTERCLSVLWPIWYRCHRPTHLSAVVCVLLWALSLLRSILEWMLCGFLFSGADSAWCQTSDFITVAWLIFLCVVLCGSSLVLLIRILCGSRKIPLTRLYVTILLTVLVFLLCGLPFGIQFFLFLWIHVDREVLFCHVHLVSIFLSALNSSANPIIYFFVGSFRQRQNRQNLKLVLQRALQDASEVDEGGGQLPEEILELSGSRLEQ
ANO1 activ: activators or potentiators of mouse TMEM16A chloride channel; Q8BHY3; HEK293 TMEM16A/YFP-H148Q/I152L, iodide quench fluorescence; stronger effect = lower value; B-score at 10 µM; 0.3% of 340,000 active; AID 623877;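 active means fluorescence-ratio B-score plate-corrected deviation score at least 3 library SD below zero, with starting fluorescence score within 5 deviations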;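 further: channel opened by trigger with iodide after compound preincubation; score built on the fluorescence ratio of max minus min over baseline; more negative score means more quench and so TMEM16A activation or potentiation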
TRPC4 PAM: allosteric potentiators of mouse TRPC4 channel; B-score at 10 µM; AID 2227; 0.42% of 310,000 active; HEK293 TRPC4beta/mu-opioid, DAMGO EC20, Fluo-4 Ca2+ flux; stronger effect = higher value;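 active means B-score of calcium response area above 5 SD of library B-scores, with initial fluorescence ratio within 5 SD of library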;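 further: B-score of integrated fluorescence ratio over time as area under calcium response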
TMEM16A inh: blocks the mouse calcium-activated chloride channel TMEM16A; AID 588511; HEK293 TMEM16A/YFP iodide influx fluorescence, ionomycin; 1.2% of 310,000 active; normalized B-score (activity score, 25-100; higher = stronger inhibition) at 10 µM;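 active means ratio plate-corrected score three or more library SD toward inhibition, starting fluorescence score within five deviations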;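 further: score derived from kinetic fluorescence span divided by baseline fluorescence per well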
RGS4 inh: inhibitors of human RGS4; HEK293 M3R/RGS4 inducible, Fluo-4 calcium flux; stronger effect = higher value; triggered by carbachol at its EC20; B-score at 10 µM; 0.45% of 310,000 active; AID 463165;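 active means B-score, a plate-corrected calcium signal, over three deviations above library mean, with baseline fluorescence within five deviations of library mean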;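 further: RGS4 expression induced by doxycycline in cells with stable M3 receptor; B-score is computed from the integrated fluorescence ratio over baseline after carbachol; higher B-score means a larger calcium signal and so more RGS4 inhibition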
Target sequence (P49798 whole entry, looked up): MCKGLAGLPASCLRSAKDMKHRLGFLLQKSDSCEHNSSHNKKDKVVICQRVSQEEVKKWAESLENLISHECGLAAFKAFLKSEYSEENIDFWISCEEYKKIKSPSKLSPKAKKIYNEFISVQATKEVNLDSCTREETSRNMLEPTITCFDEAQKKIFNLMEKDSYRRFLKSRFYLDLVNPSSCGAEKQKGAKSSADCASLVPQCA
MrgX1 antag: antagonists of human MrgX1 receptor | MRGX1-HEK293 calcium flux, Fluo-4, BAM8-22 antagonism; stronger effect = lower value | Q96LB2 | 1.3% of 310,000 active | B-score at 10 µM | AID 588676;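 active means calcium-response B-score plate-corrected more than 3 library SD below zero, starting fluorescence within 5 deviations, no agonist response on first addition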;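 further: peak minus trough fluorescence over baseline after final BAM8-22 challenge near maximal dose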
TRPC6 inh: blocks the mouse TRPC6 cation channel | Q61143 | HEK293-TRPC6, membrane potential dye, ACh-evoked depolarization; stronger effect = lower value | B-score at 10 µM | 1.1% of 310,000 active;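 active means B-score under library mean minus 3 SD, initial fluorescence not abnormally high, positive integrated signal ratio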;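 further: B-score derived from integrated fluorescence ratio over the kinetic read; more negative B-score means stronger inhibition of depolarization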
TRPC4 block: inhibitors of mouse TRPC4 channel | Q9QUQ5 | HEK293 TRPC4beta/mu-opioid, DAMGO-evoked Fluo4 calcium flux; stronger effect = lower value | B-score at 10 µM | 0.39% of 300,000 active;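 active means B-score over 3 SD under the library average, no early fluorescence shift, positive overall ratio signal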
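test system = HEK293 cells with stable TRPC4beta plus mu-opioid receptor expression | detection = Fluo4 Ca2+ flux fluorescence | read-out = integrated fluorescence ratio relative to baseline, converted to per-well B score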
MrgX1 ag: activates human MrgX1 receptor signaling. Q96LB2. MrgX1-HEK293 cells, Fluo-4 calcium fluorescence, agonist mode; stronger effect = higher value. B-score at 10 µM. 0.44% of 310,000 active;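 active means calcium response B-score plate-corrected fluorescence ratio at least 3 library SD, with starting fluorescence B-score inside 5 SD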
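Material: HEK293 cells stably expressing human MrgX1 receptor | Quantity: 15,000 cells per well | Times: Cells plated overnight, dye loaded 0.5 h 37 °C, 0.5 h room temperature | Measured by: Kinetic Fluo-4 NW fluorescence of intracellular calcium | Control set: Positive and negative controls per plate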
TRPC6 act: activators of mouse TRPC6 channel | Q61143 | HEK293-TRPC6 membrane potential dye fluorescence; stronger effect = higher value | B-score at 10 µM | 0.13% of 310,000 active | AID 2550;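 active means B-score of the integrated fluorescence ratio above library mean plus 3 SD, and starting fluorescence ratio within library mean plus 5 SD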;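 further: higher score means more depolarization so channel activation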
* marks the source's active call; other numbers are inactive results; i = inactive; . = not tested or not shown.

| SMILES | TRPC4 agonist | MrgX1 PAM | ANO1 activ | TRPC4 PAM | TMEM16A inh | RGS4 inh | MrgX1 antag | TRPC6 inh | TRPC4 block | MrgX1 ag | TRPC6 act |
| --- | --- | --- | --- | --- | --- | --- | --- | --- | --- | --- | --- |
| Cc1cc(NC(=O)c2ccc3c(c2)OCO3)ccc1NC(=O)c1ccccc1 | i | i | i | i | i | i | i | i | i | i | i |
| CCS(=O)(=O)N1Cc2ccccc2CC1C(=O)Nc1ccccc1OC (stereo not given) | i | i | i | i | i | i | i | i | i | i | i |
| COC(=NC(C)C)NC(C)C | i | i | . | i | i | i | i | i | i | i | i |
| COc1cccc(OCC(O)CN2CCC(Cc3ccccc3)CC2)c1 (stereo not given) | i | i | i | i | i | i | i | i | i | i | i |
| CCOC(=O)c1nn(-c2ccc(F)cc2)c(=O)cc1OCC(=O)Nc1ccc(F)c(F)c1 | i | i | i | i | i | i | i | i | i | i | i |
| Cc1ccc(SCCCCN2CCOCC2)cc1 | i | i | i | i | i | i | i | i | i | i | i |
| CCNC(=O)NC(=O)CN(C)c1ccccc1 | i | i | i | i | i | i | i | i | i | i | i |
| CCOc1cc(C2C3=C(CC(C)(C)CC3=O)N(CCOC)C3=C2C(=O)CC(C)(C)C3)ccc1O | i | i | i | i | i | i | i | i | i | i | i |
| Cc1ccc(NC(=O)NNC(=O)COc2ccc([N+](=O)[O-])cc2)cc1C | i | i | i | i | i | i | i | i | i | i | i |
| CC(C)CNC(=O)c1cc(-c2ccc3c(c2)OCO3)on1 | i | i | i | i | i | i | i | i | i | i | i |
| Cn1c(=NC(=O)COc2ccccc2)sc2cccc(F)c21 | i | i | i | i | i | i | i | i | i | i | i |
| C/C(=N\NC(=O)c1cc(C)[nH]n1)C(C)(C)C | i | i | i | i | i | i | i | i | i | i | i |
| COc1ccc(C(=O)CSc2ccccc2C(=O)O)cc1 | i | i | i | i | i | i | i | i | i | i | i |
| Cc1ccc(Nc2ccccc2)nn1 | i | i | i | i | i | i | i | i | i | i | i |
| COc1ccc(F)cc1CN1CCN(CC(=O)N2CCc3ccccc32)CC1 | i | i | i | i | i | i | i | i | i | i | i |
| O=C(NCC(c1ccco1)N1CCc2ccccc2C1)c1cccc(F)c1 (stereo not given) | i | i | i | i | i | i | i | i | i | i | i |
| Cc1cc(C)nc(NS(=O)(=O)c2ccc(NC(=O)CCCN3C(=O)c4ccccc4C3=O)cc2)n1 | i | i | i | i | i | i | i | i | i | i | i |
| CC(C)(C)c1ccc(/C=C2\Oc3cc(O)ccc3C2=O)cc1 | i | i | i | i | i | i | i | i | i | i | i |
| COc1cc(SC)ccc1C(=O)NCCc1ccccc1 | i | i | i | i | i | i | i | i | i | i | i |
| NCCCC[C@H]1CN=C(N)N1CCc1cccc2ccccc12 | i | 33.3* | i | i | i | i | i | i | i | i | i |
| CC(C)CC(NC(N)=O)C(=O)Nc1ccc2c(c1)OCO2 (stereo not given) | i | i | i | i | i | i | i | i | i | i | i |
| CCOC(=O)c1c(NC2OC(=O)c3c2ccc(OC)c3OC)sc(C(=O)OC(C)(C)C)c1C (stereo not given) | i | i | i | i | i | i | i | i | i | i | i |
| CC1CCN(C(=O)CCc2nnc3ccc(NCc4ccco4)nn23)CC1 | i | i | i | i | i | i | i | i | i | i | i |
| CCOC(=O)[C@@H]1[C@H]2COc3ccccc3[C@H]2N2C(=O)N(c3cccc(Cl)c3)C(=O)[C@@]12C | i | i | i | i | i | 6.45* | i | i | i | i | i |
| CCOC(=O)C1CCCN(C(=O)C2CCCN(S(=O)(=O)c3ccc4c(c3)oc(=O)n4C)C2)C1 (stereo not given) | i | i | i | i | i | i | i | i | i | i | i |
| Cc1ccc(NC(=O)CSc2n[nH]c(-c3ccccn3)n2)cc1 | i | i | i | i | i | i | i | i | i | i | i |
| O=C1CCCN1c1ccc(S(=O)(=O)N2CCC(c3ccccc3)CC2)cc1 | i | i | i | i | i | i | i | i | i | i | i |
| C=CCc1c(C)nc(-c2ccccc2)nc1N/N=C(\C)c1ccccc1 | i | i | i | i | i | i | i | i | i | i | i |
| CCCn1c(SCC(=O)N2CCCCC2)nc2c1c(=O)n(C)c(=O)n2C | i | i | i | i | i | i | i | i | i | i | i |
| O=C(CNC(=O)c1cccc(F)c1)N/N=C/c1cccc([N+](=O)[O-])c1 | i | i | i | i | i | i | i | i | i | i | i |
| Cc1cc(NC(=O)OC(C)C)ccc1-c1ccc(NC(=O)OC(C)C)cc1C | i | i | i | i | i | i | i | i | i | i | i |
| N#C/C(=C/c1ccc([N+](=O)[O-])cc1)C(=O)Nc1ccccc1O | i | i | i | i | i | i | i | i | i | i | i |
| Cn1ccc(/C=N/N=C2/NC(=O)CS2)n1 | i | i | i | i | i | i | i | i | i | i | i |
| c1cc2c(cc1-c1[nH]ncc1CN1C[C@H]3CC[C@H]1C3)OCO2 | i | i | i | i | i | i | i | i | i | i | i |
| CCOC(=O)N1CCN(C(=O)C2CCCN(Cc3nc(-c4ccc(Cl)cc4)oc3C)C2)CC1 (stereo not given) | i | i | i | i | 25* | i | i | i | i | i | i |
| CCOc1ccc(OCCOC(=O)C2CCN(S(=O)(=O)c3ccc(C)c(C)c3)CC2)cc1 | i | i | i | i | i | i | i | i | i | i | i |
| COc1ccc(C2=NN(CCC(=O)NCc3cccs3)C(=O)CC2)cc1 | i | i | i | i | i | i | i | i | i | i | i |
| COc1ccc(CNCC(O)(c2ccc(Cl)cc2)c2ccc(Cl)cc2)cc1 | i | i | i | i | i | i | i | i | i | i | i |
| O=C(Nc1ccc2nccnc2c1)Nc1ccccc1Cl | i | i | i | i | i | i | i | i | i | i | i |
| CC1(C)C(c2cccs2)=NC(c2ccccc2)N1O (stereo not given) | i | i | i | i | i | i | i | i | i | i | i |
| CCC(=O)C1CCCN(C(=O)CCc2nnc(-c3ccc(C(C)=O)s3)o2)C1 (stereo not given) | i | i | i | i | i | i | i | i | i | i | i |
| COc1ccc(N2CCN(c3nc4c(C)cccn4c(=O)c3C=C(C#N)C#N)CC2)cc1 | i | . | i | i | . | i | . | i | i | . | i |
| COC(=O)c1c(C)[nH]c(C)c1-c1ccc([N+](=O)[O-])cc1 | i | i | i | i | i | i | i | i | i | i | i |
| O=C(CN1CCN(Cc2ccc(F)cc2Cl)CC1)NCc1ccccc1 | i | i | i | i | i | i | i | i | i | i | i |
| CCCn1nc(C(=O)OCC(=O)NC(C)c2ccccc2)c2ccccc2c1=O (stereo not given) | i | i | i | i | i | i | i | i | i | i | i |
| COc1ccccc1C(=O)Nc1ccc(S(=O)(=O)N2CCOCC2)cc1 | i | i | i | i | i | i | i | i | i | i | i |
| CC(C)(C)c1cc(NC(=O)Nc2ccccc2)no1 | i | i | i | i | i | i | i | i | i | i | i |
| Cc1csc(Sc2ccc([N+](=O)[O-])cc2C(=O)OCC(=O)NC2CCCC(C)C2C)n1 (stereo not given) | i | i | i | i | i | i | i | i | i | i | i |
| CCOC(=O)c1nc2nc(C)cc(=O)n2[nH]1 | i | i | i | i | i | i | i | i | i | i | i |
| Cn1c(=O)oc2cc(S(=O)(=O)Nc3ccc(Cl)cc3)ccc21 | i | i | i | i | i | i | i | i | i | i | i |

Other structures follow:
| SMILES | TRPC4 agonist | MrgX1 PAM | ANO1 activ | TRPC4 PAM | TMEM16A inh | RGS4 inh | MrgX1 antag | TRPC6 inh | TRPC4 block | MrgX1 ag | TRPC6 act |
| --- | --- | --- | --- | --- | --- | --- | --- | --- | --- | --- | --- |
| Fc1ccc(C2CC(c3ccco3)n3ncnc3N2)cc1 (stereo not given) | i | i | i | i | i | i | i | i | i | i | i |
| CCCCc1ccc(NC(=S)NCCc2ccc(S(N)(=O)=O)cc2)cc1 | i | i | i | i | i | i | i | i | i | i | i |
| O=C(COc1ccc2c(-c3ccccc3)cc(=O)oc2c1)N[C@H](Cc1c[nH]c2ccccc12)C(=O)O | i | i | i | i | i | i | i | i | i | i | i |
| Cc1ccc(-c2nnc(N3CC(C)OC(C)C3)c3ccccc23)cc1 (stereo not given) | i | i | i | i | i | i | i | i | i | i | i |
| Cc1cc(N2CCOCC2)ccc1/C=C1/SC(=O)NC1=O | i | i | i | i | i | i | i | i | i | i | i |
| O=C(Nc1ccc(S(=O)(=O)NCc2ccccc2)cc1)c1ccccc1[N+](=O)[O-] | i | i | i | i | i | i | i | i | i | i | i |
| O=C(CSc1ccc2nnc(-c3ccncc3)n2n1)Nc1ccccc1F | i | i | i | i | i | i | i | i | i | i | i |
| Cc1cccc(C)c1NC(=S)N(CCc1ccncc1)C(C)C | i | i | i | i | i | i | i | i | i | i | i |
| C=CCCC(=O)N1CCC(n2nccc2NC(=O)c2ccc(OC)cc2)CC1 | i | i | i | i | i | i | i | i | i | i | i |
| COc1ccc(-c2cn3c(n2)CCC3)cc1 | i | i | i | i | i | i | i | i | i | i | i |
| NC(=O)C1CCN(CC(=O)NCc2ccccc2)CC1 | i | i | i | i | i | i | i | i | i | i | i |
| COc1cc2c(cc1OC)CN(Cc1ccc(F)cc1)CC2 | i | i | i | i | i | i | i | i | i | i | i |
| Cc1cc2nc(SCCOC(=O)Nc3cccc(Cl)c3)nc(C)c2cc1C | i | i | i | i | i | i | i | i | i | i | i |
| Cc1nc2ccccc2n1/C(=N/S(=O)(=O)c1ccc(Br)cc1)c1ccccc1 | i | i | . | i | i | i | i | i | i | i | i |
| COc1cc(NC(=O)Cn2ncc3c2-c2ccccc2OC3)cc(OC)c1OC | i | i | i | i | i | i | i | i | i | i | i |
| NS(=O)(=O)c1ccc(CCNC(=O)c2cnccn2)cc1 | i | i | i | i | i | i | i | i | i | i | i |
| CCN(CC)c1ccc(NC(=O)c2ccc(=O)[nH]c2)cc1S(=O)(=O)Nc1ccc(OC)cc1 | i | i | i | i | i | i | -4.78* | i | i | i | i |
| CC(=O)c1ccc(NC(=O)/C(=C\c2ccccc2)NC(=O)c2ccco2)cc1 | i | i | i | i | i | i | i | i | i | i | i |
| COc1ccc(/C=N/NC(=O)Cn2cnc3c2c(=O)n(C)c(=O)n3C)cc1 | i | i | i | i | i | i | i | i | i | i | i |
| C=CCSc1nnc(-c2ccc(Cl)cc2Cl)o1 | i | i | i | i | i | i | i | i | i | i | i |

Source: PubChem BioAssay
